Bioassay records: PubChem BioAssay, several laboratories
procasp3 activ: activates human procaspase-3; 330,000 tested, 0.11% active; activation, % at 8.5 µM; AID 463141; P42574; recombinant procaspase-3 D3A, Ac-DEVD-pNA absorbance 405 nm;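 active means activation above the mean of all tested compounds plus 3 SD, cut at about 21% in these data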;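 further: 0% = DMSO alone and 100% = DMSO wells spiked with extra 5 µM PC-3 D3A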
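Test system: Procaspase-3 D3A mutant, all three cleavage aspartates alanine | Dosing: Single dose, 8.5 µM nominal compound, 0.8% DMSO | Schedule: 1 h preincubation, 2 h reaction | Technique: 405 nm absorbance of p-nitroaniline, reads at 0 and 120 min | Repeats: One well per compound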
proCasp7 act: counter-screen for procaspase-3 activators: activators of human procaspase-7 | AID 463210 | recombinant procaspase-7, Ac-DEVD-pNA absorbance 405 nm; D23A/D198A/D206A triple mutant, cannot self-cleave; scale: DMSO 0, 5 µM enzyme 100 | activation, % at 8.5 µM | P55210 | 330,000 tested, 0.093% active;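 active means percent activation above the screen-wide mean plus 3 SD, cut at about 25% in these data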
Target sequence (P55210 whole entry D23A/D198A/D206A): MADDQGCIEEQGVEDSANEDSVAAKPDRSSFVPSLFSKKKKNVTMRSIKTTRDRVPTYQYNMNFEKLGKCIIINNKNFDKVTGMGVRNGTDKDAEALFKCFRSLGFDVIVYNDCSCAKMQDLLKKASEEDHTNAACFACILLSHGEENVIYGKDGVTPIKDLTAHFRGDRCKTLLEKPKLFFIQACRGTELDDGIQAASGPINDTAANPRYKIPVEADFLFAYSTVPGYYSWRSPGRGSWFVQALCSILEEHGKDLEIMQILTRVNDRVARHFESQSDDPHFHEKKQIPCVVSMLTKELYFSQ
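Assay system: Uncleavable procaspase-7 mutant enzyme / Input: 2 µM procaspase-7 mutant as dispensed / Dosing: single nominal 8.5 µM compound dose, 0.8% DMSO final / Timing: 1 h enzyme–compound preincubation and 2 h substrate reaction, both 25 °C / Detection: p-Nitroaniline absorbance at 405 nm, read at 0 and 120 min / Replication: singlicate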
PP5 primary: PP5 (human) phosphatase inhibition. 320,000 tested, 0.18% active. inhibition, % at 6.7 µM. P53041. purified PP5c, OMFP substrate fluorescence;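 active means inhibition above the campaign's mean inhibition across all tested compounds plus 3 SD, cut at about 9.5% in these data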;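 further: 0% = DMSO only and 100% = 100 µM cantharidin control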
VLA-4 inh: inhibition in a human VLA-4 binding assay. P13612. VLA-4 expressing cells, ligand binding flow cytometry. inhibition, % (about 7 µM as worked out from the volumes in the protocol). 330,000 tested, 0.2% active. AID 2557; in the data active means inhibition above about 50%
HCV core dimer: HCV core protein dimerization inhibition; TR-FRET GST/Flag-core106 dimerization, 1536-well; inhibition, % at 5 µM; 300,000 tested, 0.33% active; AID 1899;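 active means inhibition above the mean of all tested compounds plus 3 SD, set per screening campaign, cut at about 45% in these data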
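System: GST-tagged and Flag-tagged HCV core protein residues 1-106 / Input: core106 proteins, GST 13.5 nM and Flag 17 nM / Buffer or medium: KF-containing HEPES buffer, pH 7.45, DTT, CHAPS, BSA / Probe or stimulus: Eu-anti-GST and XL665-anti-Flag labelled anti-tag antibodies / Schedule: 4 h, 22.5 °C incubation / Technique: TR-FRET 671 and 617 nm emission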
CTSL1 counter: counter-screen for PFM18AAP inhibitors: inhibitors of F. hepatica cathepsin L1 | recombinant F. hepatica cathepsin L1, Z-Leu-Arg-MCA fluorescence | inhibition, % at 5.96 µM | 300,000 tested, 0.49% active;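 active means inhibition above the mean of all tested compounds plus 3 SD, set per screening campaign, cut at about 17% in these data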;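 further: 0% = plate median of test compound wells and 100% = 1 µM Z-Phe-Ala-diazomethylketone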
JMJD2C inh: blocks human GASC-1 demethylase activity; Q9H3R0; GST-JMJD2C(1-420) H3K9me3 demethylation, DELFIA europium; inhibition, % at 2.35 µM; 330,000 tested, 0.069% active; AID 2099;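 active means more than half of a compound's replicate wells show inhibition beyond 50%, single wells judged on their own value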;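 further: signal counts dimethyl H3K9 product captured on neutravidin plate; 0% = median of DMSO wells and 100% = 0.3 times that DMSO median; strong numbers were not always called active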
GRK2 aptamer HTS: human GRK2 inhibition via aptamer displacement | bead flow cytometry, FAM-aptamer displacement from GRK2 | inhibition of aptamer binding, % at 10 µM | 330,000 tested, 0.59% active | AID 488847;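 active means inhibition of aptamer binding above 40%, roughly 3 SD of noise, on plates passing a quality check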;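 further: median bead fluorescence of bound FAM aptamer so fluorescent compounds give negative values; no value below 0 was filed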
Target sequence (P25098 whole entry, looked up): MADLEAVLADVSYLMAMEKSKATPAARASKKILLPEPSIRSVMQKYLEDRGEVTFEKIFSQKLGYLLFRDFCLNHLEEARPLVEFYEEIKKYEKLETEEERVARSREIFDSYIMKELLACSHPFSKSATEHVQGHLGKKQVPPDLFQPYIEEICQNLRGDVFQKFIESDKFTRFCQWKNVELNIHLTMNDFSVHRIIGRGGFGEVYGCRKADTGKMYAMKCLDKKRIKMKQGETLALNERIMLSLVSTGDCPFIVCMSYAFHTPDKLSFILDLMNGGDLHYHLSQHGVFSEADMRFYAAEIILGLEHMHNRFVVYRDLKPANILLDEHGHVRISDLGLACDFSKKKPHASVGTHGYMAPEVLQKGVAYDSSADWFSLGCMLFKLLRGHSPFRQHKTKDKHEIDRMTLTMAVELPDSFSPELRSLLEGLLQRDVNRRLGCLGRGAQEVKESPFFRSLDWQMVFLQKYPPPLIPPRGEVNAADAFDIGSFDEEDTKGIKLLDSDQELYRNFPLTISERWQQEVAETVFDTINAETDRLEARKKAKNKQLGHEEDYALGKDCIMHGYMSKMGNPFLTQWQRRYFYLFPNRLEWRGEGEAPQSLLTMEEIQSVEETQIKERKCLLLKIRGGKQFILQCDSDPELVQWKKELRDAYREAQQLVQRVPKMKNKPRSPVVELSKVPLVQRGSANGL
PP1 counter: blocks human PP1-alpha phosphatase, a PP5 counter-screen. purified PP1alpha, OMFP fluorescence. inhibition, % at 6.7 µM. 320,000 tested, 0.9% active;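 active means inhibition above the mean inhibition of all tested compounds plus 3 SD, computed separately for each screening campaign, cut at about 15% in these data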
* marks the source's active call; other numbers are inactive results; . = no result given; & = joins results of further samples.

SMILES	procasp3 activ	proCasp7 act	PP5 primary	VLA-4 inh	HCV core dimer	CTSL1 counter	JMJD2C inh	GRK2 aptamer HTS	PP1 counter
CC(C)C1Nc2ccc(S(=O)(=O)N3CCOCC3)cc2NC1=O (stereo not drawn)	1	2	-3.4	18	1	-1	-6	1	-2
CC(C)NC(=O)C(=O)NCCC1CCCCN1S(=O)(=O)c1cccs1 (stereo not drawn)	0	-1	-0.3	-4	3	-1	-10	0	-1
CCOC(=O)N1CCC(n2c(SCC(=O)NCc3ccco3)nc3ccsc3c2=O)CC1	-5	-4	1.0	2	-4	-1	-6	4	0
COc1ccc(C(=O)NC(CCSC)C(=O)NC2CC2)cc1 (stereo not drawn)	0	7	3.7	-5	.	.	5	1	-4
O=C(NCCN1CCOCC1)c1cc2ccccc2[nH]1	0	17	-0.5	-6	-3	-1	35	0	0
O=C(C[C@H]1C(=O)N(C2CCCCC2)C[C@@H]1Cc1ccccc1)Nc1ccccc1	2	4	2.3	4	7	3	-1	3	1
COc1ccc(/C=N\Nc2ccccc2[N+](=O)[O-])c(C(=O)O)c1OC	-6	-3	2.7	-2	-12	7	-10	0	-1
O=C(O)c1ccc[n+](Cc2ccc([N+](=O)[O-])cc2)c1	-2	3	0.1	2	-1	-7	0	2	1
CN1C(=O)[C@H]2[C@@H](/C=C/c3ccccc3)N3C(=O)CN(CC4CC4)C(=O)[C@@]3(C)[C@H]2C1=O	-6	-8	1.7	5	-4	5	-9	0	-4
Cc1onc(-c2ccccc2Cl)c1C(=O)NC(=S)Nc1ccccc1C(N)=O	-13	-17	0.4	-3	-3	-3	4	0	1
COc1ccc(CNC(=O)c2ccc(=O)oc2)cc1OC	2	-2	-2.8	2	-4	5	-3	0	1
O=C(CNC(=S)N(CCCN1CCOCC1)Cc1cccs1)NC1CC1	-4	4	0.7	-2	-8	-2	-2	0	4
O=C(Oc1cccc2cccnc12)c1cccc(-n2cnnn2)c1	6	-6	1.2	9	-7	0	0	0	2
Cn1cc(CN2CCC(n3nccc3NC(=O)CCOc3ccccc3)CC2)cn1	5	-3	2.7	-108	-3	-5	-5	0	-4
O=C(COc1ccc(C(=O)NCc2cccnc2)cc1)Nc1cccc(C(F)(F)F)c1	14	9	-0.2	33	-3	-1	-9	0	-6
c1ccc(-c2cn(-c3ccccc3)c3ncnc(N4CCCCC4)c23)cc1	2	-4	-1.0	-2	3	3	-4	0	-3
CC1(C)CC(CCC(=O)Nc2ccc(S(N)(=O)=O)cc2)C(=O)O1 (stereo not drawn)	-3	5	-0.9	7	0	-2	-3	0	7
COc1cccc(-c2cc(C(=O)NCCc3ccccc3)no2)c1	-1	4	-1.9	1	0	1	-3	1	-2
O=[N+]([O-])c1ccccc1/C=C/C=N/n1c(-c2ccccc2)n[nH]c1=S	-11	-22	-0.2	20	12	-1	1	0	-5
Cc1[nH]n(-c2ccc(Cl)cc2)c(=O)c1/C=N/c1nnc(-c2ccccc2)s1	4	9	-0.8	8	-5	1	2	0	3
Cn1c(SCc2nc3ccccc3[nH]2)nnc1-c1cnccn1	6	0	-0.2	-18	-1	4	4	0	-3
Cc1cccc(NC(=O)c2cc(S(=O)(=O)N3CCC4(CC3)OCCO4)ccc2F)c1	1	8	3.7	15	2	-3	0	3	-3
CC1=NNC(=O)C1CCC(=O)N/N=C\c1ccc(Cl)c(Cl)c1 (stereo not drawn)	-1	-1	-7.5	-10	-8	7	-15	3	-10
O=C(CN1CCN(S(=O)(=O)c2ccccc2)CC1)NC1CC1	6	-3	1.6	5	-6	1	0	0	-1
O=C1COc2ccc(C(=O)COC(=O)c3cnc(Cl)c(Cl)c3)cc2N1	2	1	-0.3	4	6	-13	-3	0	-6

3 compounds already listed, ordered by their value in GRK2 aptamer HTS, descending:
mol,GRK2 aptamer HTS
O=C(O)c1ccc[n+](Cc2ccc([N+](=O)[O-])cc2)c1,2
COc1ccc(C(=O)NC(CCSC)C(=O)NC2CC2)cc1 (stereo not drawn),1
COc1ccc(CNC(=O)c2ccc(=O)oc2)cc1OC,0

Continued.
SMILES	procasp3 activ	proCasp7 act	PP5 primary	VLA-4 inh	HCV core dimer	CTSL1 counter	JMJD2C inh	GRK2 aptamer HTS	PP1 counter
O=C(CN1C(=O)NC(c2ccccc2)(c2ccccc2)C1=O)Nc1ccc(N2CCOCC2)cc1	0	12	.	3	.	.	6	0	.
CC(C)(C)C1CCC(OC(=O)C[N+]2(C)CCCC2)CC1 (stereo not drawn)	3	7	1.2	4	1	3	-1	1	3
CC(C)(C)C(=O)OCc1cn(-c2ccccc2)nn1	-1	-10	-1.5	23	1	-3	-9	2	-1
Cc1cc([N+](=O)[O-])nn1CCCC(=O)O	12	4	-0.1	16	-1	-6	-14	0	-3
O=C(O)c1ccc(S(=O)(=O)N2CCSCC2)cc1	-6	-13	2.9	14	7	-4	-3	0	-1
CC(=O)O/N=C(/c1nonc1N)N1CCN(c2ccc([N+](=O)[O-])cc2Cl)CC1	7	0	0.6	16	9	-28	-5	0	-7
CCOc1ccccc1NC(=O)c1cnccn1	10	4	1.7	4	4	2	6	1	1
O=C1c2ccccc2C(=O)N1Cc1nc2ccccc2o1	2	2	0.6	5	3	-2	.	0	1
O=C(O)CNC(=O)C(Cc1ccccc1)NC(=O)OCc1ccccc1 (stereo not drawn)	-1	2	-1.6	6	-1	2	2	4	-2
CCN(CC(=O)Nc1ccccc1C(F)(F)F)C(=O)c1cc(-c2cccs2)nn1-c1ccccc1	-1	-9	4.7	-4	13	1	2	0	-1
Cc1ccoc1C(=O)NCc1occc1C(=O)O	-9	-2	-1.7	11	-2	0	-5	30	-1
O=C(c1ccc(COc2c(F)c(F)c(F)c(F)c2F)o1)N1CCOCC1	-1	16	-0.9	3	7	2	1	1	4
CCOc1nc(-c2ccc(Cl)cc2)nc2ccccc12	-3	5	-0.2	4	0	-4	-2	0	3
O=C(CC1(O)C(=O)Nc2cc(Cl)cc(Cl)c21)c1ccccc1O (stereo not drawn)	2	1	2.5	-2	-1	2	9	0	-2
CC(C)(Cc1ccccc1)NC(=O)C(=O)c1cn(CC(=O)N2CCOCC2)c2ccccc12	-3	0	6.4	-11	-12	-2	-25	2	3
COc1ccccc1CNC(=O)c1cc2c(C)nn(Cc3ccc(F)cc3)c2s1	-1	9	2.6	-8	9	7	-1	2	-1
Cc1cc(C)n2nc3ccccc3c2n1	9	-2	3.1	4	2	3	2	1	3
Oc1oc(-c2ccccc2)nc1C=NCc1ccncc1	3	7	1.0	14	-5	36*	4	0	-3
COc1cc(/C=C/C(=O)N2CCN(Cc3ccccc3)CC2)cc(OC)c1OC	-5	0	-9.4	-10	-14	7	-42	1	2
NC(=O)c1cnn2c(C(F)(F)F)cc(-c3ccc(F)cc3)nc12	-3	0	-0.2	0	5	1	-3	0	2
O=C(Nc1ccc2c(c1)OCO2)C1CCCCN1S(=O)(=O)c1ccccc1 (stereo not drawn)	-4	12	0.6	10	19	-4	4	1	1
COc1cccc(CNC(=O)C2CCN(c3nn4c(=O)cc(C)nc4s3)CC2)c1	-4	3	0.0	6	-3	-1	-5	1	4
CCOC(=O)C1=C(C)NC2=C(C(=O)CC(C)(C)C2)C1c1ccc(N(C)C)cc1 (stereo not drawn)	-8	-18	2.4	5	-2	2	143&-1	0	2
CCOCCCN(C(=O)Nc1ccc(CC)cc1)C1CCN(C(C)=O)CC1	6	11	1.2	15	-2	-2	7	0	0
Cc1ccc(C2c3c(oc4cc(C)c(C)cc4c3=O)C(=O)N2CCCN2CCOCC2)cc1 (stereo not drawn)	-1	-16	-0.7	12	31	4	4	1	0

More structures.
SMILES	procasp3 activ	proCasp7 act	PP5 primary	VLA-4 inh	HCV core dimer	CTSL1 counter	JMJD2C inh	GRK2 aptamer HTS	PP1 counter
COc1ccc(/C=C/C(=O)Nc2ccncc2)cc1OC	2	2	4.5	31	-1	-8	1	0	0
O=C(NCCC1=CCCCC1)c1cc(S(=O)(=O)N2CCOCC2)ccc1Cl	-5	2	1.1	19	2	-1	-25	1	-2
COC(=O)C(Cc1ccc(O)cc1)NC(=O)CCc1ccco1 (stereo not drawn)	9	5	-0.3	21	3	-3	2	2	-6
CC(=O)[C@@H]1[C@@H]2C(=O)N(Cc3ccccc3)C(=O)[C@@H]2C2c3ccccc3C=CN21 (stereo partly drawn)	-4	-8	6.1	-21	11	2	-8	0	4
CC(C)(C)C(=O)Nc1scc(-c2ccc(-c3ccccc3)cc2)c1C(=O)O	6	-4	-5.5	-11	4	4	-11	0	18*
Cc1nnc(SCC(=O)Nc2ccc([N+](=O)[O-])cc2)n1C	-1	-14	1.8	14	-15	-4	1	4	-4
O=C(CSc1nc2ccccc2s1)N/N=C/c1cc([N+](=O)[O-])ccc1O	-4	-11	1.6	-2	-6	-2	-4	1	4
NS(=O)(=O)c1cnccc1NCCc1ccccc1	-4	8	0.0	12	2	-1	0	2	-2
CCN(CC)CCCNC(=O)C(C)n1nc(C)c2sc3ccccc3c2c1=O (stereo not drawn)	2	7	2.8	13	-5	0	0	1	-1
CCNC(=O)C(=O)c1c(-c2ccccc2)[nH]c2ccccc12	4	-1	-0.2	0	3	3	-5	0	-6
O=C(CS(=O)(=O)c1ccc(C(F)(F)F)cn1)NNC(=O)c1ccccc1	10	6	-2.1	-1	-2	-2	-2	1	-4
CCOC(=O)CCCCCNC(=O)c1ccc(F)cc1F	6	-3	0.9	.	-6	1	1	.	0
Cc1ccc(C(C)C)c(OCCNC(=O)c2ccccc2O)c1	-2	8	6.0	10	-1	3	-1	4	2
CCOc1ccccc1C1NC(=O)c2ccccc2O1 (stereo not drawn)	2	12	0.8	10	17	3	-13	1	-1
CCC(C(=O)Nc1nccs1)c1ccccc1 (stereo not drawn)	-13	-3	1.4	4	-1	-1	0	0	-3
Cc1ccccc1OCC(=O)Nc1nnc(-c2ccco2)s1	-4	-1	1.0	-1	-1	1	0	7	-4
Cc1ccccc1NC(=O)CSc1nnc(C)c(=O)[nH]1	8	-3	1.2	-2	2	-1	2	0	-2
O=C(CSc1nnc(CNC(=O)c2ccccc2)o1)c1ccc(Cl)cc1	10	-3	1.4	-54	-8	3	7	1	1

2 successive compounds from above:
SMILES	procasp3 activ	proCasp7 act	PP5 primary	VLA-4 inh	HCV core dimer	CTSL1 counter	JMJD2C inh	GRK2 aptamer HTS	PP1 counter
O=C(CSc1nc2ccccc2s1)N/N=C/c1cc([N+](=O)[O-])ccc1O	-4	-11	1.6	-2	-6	-2	-4	1	4
NS(=O)(=O)c1cnccc1NCCc1ccccc1	-4	8	0.0	12	2	-1	0	2	-2
